# BL2 CD40 inh – CD40 pathway inhibition in BL2 cells; 83,000 compounds, 0.94% hits; inhibition, % at 10 µM; BL2 NF-kB luciferase reporter, CD40L-induced, 4 h;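 active = mean inhibition of at least 50% with a set share of replicates also reaching that level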;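 also: 0% = neutral control wells and 100% = IKK inhibitor VII at 50 µM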
# * marks the source's active call; other numbers are inactive results; & = joins results of further samples; [ ] = remark or other dose.
mol	BL2 CD40 inh
COc1ccc(C(CNC(=O)Cc2ccc(-c3ccccc3)cc2)N(C)C)cc1 (stereo unspecified)	-3.8
CCN(CC(=O)Nc1ccccc1C(F)(F)F)C(=O)CSCc1ccc(C)cc1	9.6
CCOc1cc2c(cc1OC)C(NC(=O)c1ccco1)CC2=O (stereo unspecified)	5.6
COc1ccc(CC(=O)Nc2cccc(-c3nnc(-c4ccccc4)o3)c2)cc1OC	-38.1
C[C@H](CO)N1C[C@H](C)[C@@H](CN(C)C(=O)Cc2ccccc2)OCc2ccccc2-c2ccccc2C1=O	-13.7[25 µM]
CCCC1(CCC)NC(=O)N(CC(=O)Nc2ccc(Cl)c(S(=O)(=O)N3CCOCC3)c2)C1=O	-0.4
NNC(=O)COc1ccccc1[N+](=O)[O-]	4.7
Nn1c(COc2ccccc2)nc2ccccc2c1=O	-29.5
Cc1cc(Cl)ccc1OCC(=O)Nc1cccc(S(=O)(=O)NC2=NCCCCC2)c1	-12.1
C[C@@H]1CN([C@@H](C)CO)C(=O)CCCn2cc(nn2)CO[C@@H]1CN(C)Cc1ccccc1	3.6[25 µM]
COc1cc(OC)cc(C(=O)NCC(=O)OCC(=O)NC(C)CCc2ccccc2)c1 (stereo unspecified)	2.9
Cc1ccc(S(=O)(=O)NCC(=O)N(CC(=O)NCc2ccco2)Cc2cccs2)cc1	7.5
CN(C)S(=O)(=O)c1ccc(N2CCCC2)c(C(=O)NC2(C)CCS(=O)(=O)C2)c1 (stereo unspecified)	6.5
CCNC(=O)CC1C(=O)N(c2ccc(C)cc2)C(=O)N1Cc1ccccn1 (stereo unspecified)	11.8
COc1cc2c(cc1OC)C(c1ccco1)CC(=O)N2 (stereo unspecified)	3.0
COc1ccc(Cl)cc1NC(=O)COC(=O)c1cc(C)oc1C	0.0
COc1cccc(NC(=O)N2[C@@H]3CNC[C@H]2C3c2ccc(-c3ccncc3)cc2)c1 (stereo partly specified)	-3.4&1.1[25 µM]
O=C(NCC(c1cccs1)N1CCOCC1)c1cc(=O)[nH]c2ccccc12 (stereo unspecified)	17.6
O=C(/C=C/c1cccc([N+](=O)[O-])c1)OCC(=O)N1CCN(C(=O)c2ccco2)CC1	0.9
CCOC(=O)c1ccc(NC(=S)NCCCn2ccnc2)cc1	6.0
CN1C(=O)c2cc(NC(=O)c3cnccn3)ccc2OC[C@H]2O[C@@H](CC(=O)N[C@@H]3CCN(Cc4ccccc4)C3)CC[C@@H]21	-35.2[25 µM]
Cc1cc(C)c2c(c1)SC1=NC(c3ccccc3)(C(F)(F)F)NC(=O)N12 (stereo unspecified)	50.2*
COc1ccc(N2CCN(C(=O)[C@H](C)N3C(=O)C4CC=CCC4C3=O)CC2)cc1 (stereo partly specified)	4.3
O=C(CCN1CCOCC1)NCC1COc2ccccc2O1 (stereo unspecified)	8.6
O=C(/C(Cl)=C/Nc1ccc(Br)cn1)C(F)(F)F	-7.9
Cc1nc(OCc2c(C)noc2C)c2ccccc2n1	-3.1
CN(C)CCNC(=S)NC1CCCCC1	0.0
CCc1ccc(C(=O)CN2C(=O)NC3(CCOc4ccccc43)C2=O)s1 (stereo unspecified)	-3.3
O=C(Nc1ccc(Nc2ccccc2)cc1)C1CC1	-39.6
Cc1cccc(NC(=O)c2cc(-c3cccnc3)nc3c(C)cccc23)n1	7.0
O=S(=O)(NC[C@H]1[C@@H](c2ccccc2)[C@@H](CO)N1CC1CC1)c1ccccc1	-1.9[25 µM]
C/C(=N\NC(=O)c1cc(C)nc2ccc(C)cc12)c1ccncc1	14.7
O=C(N1CCN(c2ccccc2)CC1)C12CC3CC(CC(C3)C1)C2	7.8
CN(C1CCCCC1)S(=O)(=O)Cc1ccccc1	9.7
CC(=O)Nc1cccc(NC(=O)CSc2nc(=O)n(Cc3ccccn3)c3c2CCC3)c1	2.9
O=C(Cc1cccs1)Nc1cccnc1	1.0
N/C(CSc1ncccc1C(F)(F)F)=N\O	15.3
CN(C)C(=O)c1cccc(-c2ccc(C3[C@@H]4CN(Cc5ccccc5F)C[C@H]3N4)cc2)c1 (stereo partly specified)	-3.4&5.6[25 µM]
Nc1ccccc1OCCOCCOCCOc1ccccc1N	7.5
CNC[C@@H]1Oc2ccc(N)cc2C(=O)N(C)C[C@H]1C	10.2
C#CCSc1nc(C)cc(C(=O)OCC)c1C#N	-4.9
Clc1ccc2c(SCC3CO3)c3ccccc3nc2c1 (stereo unspecified)	7.4
COC(=O)c1ccc(CSc2nnnn2-c2ccccc2)o1	-9.3
COc1ccc(CC2(CO)CCN(Cc3ccc4nsnc4c3)CC2)cc1	1.0
CC1CN(c2ccc(C(=O)c3ccccc3C(=O)O)cc2[N+](=O)[O-])CC(C)O1 (stereo unspecified)	7.5
COc1ccc(NC(=O)c2ccc(S(=O)(=O)N(C)c3ccccc3)cc2)cc1S(=O)(=O)N1CCOCC1	20.4
CCOc1cccc(-c2cc(C(=O)N3N=C(C)CC3(O)C(F)F)c3ccccc3n2)c1 (stereo unspecified)	-2.4
CN(C)CCOC(=O)c1ccc2c(c1)S(=O)(=O)c1ccccc1C2=O	-1.4

# Taken from above:
# COc1ccc(Cl)cc1NC(=O)COC(=O)c1cc(C)oc1C in BL2 CD40 inh reads 0.0
# O=C(Cc1cccs1)Nc1cccnc1 in BL2 CD40 inh reads 1.0
# Cc1ccc(S(=O)(=O)NCC(=O)N(CC(=O)NCc2ccco2)Cc2cccs2)cc1 in BL2 CD40 inh reads 7.5
# COc1ccc(N2CCN(C(=O)[C@H](C)N3C(=O)C4CC=CCC4C3=O)CC2)cc1 (stereo partly specified) in BL2 CD40 inh reads 4.3
# Cc1cc(Cl)ccc1OCC(=O)Nc1cccc(S(=O)(=O)NC2=NCCCCC2)c1 in BL2 CD40 inh reads -12.1

# 5 consecutive entries already listed, for reference:
mol	BL2 CD40 inh
COc1ccc(C(CNC(=O)Cc2ccc(-c3ccccc3)cc2)N(C)C)cc1 (stereo unspecified)	-3.8
CCN(CC(=O)Nc1ccccc1C(F)(F)F)C(=O)CSCc1ccc(C)cc1	9.6
CCOc1cc2c(cc1OC)C(NC(=O)c1ccco1)CC2=O (stereo unspecified)	5.6
COc1ccc(CC(=O)Nc2cccc(-c3nnc(-c4ccccc4)o3)c2)cc1OC	-38.1
C[C@H](CO)N1C[C@H](C)[C@@H](CN(C)C(=O)Cc2ccccc2)OCc2ccccc2-c2ccccc2C1=O	-13.7[25 µM]

# (cont.)
mol	BL2 CD40 inh
O=C(/C=C/c1ccccc1Cl)NNC(=O)c1ccncc1	-11.3
Cc1cc(N2CCN(c3ccc([N+](=O)[O-])c4cccnc34)CC2)c2ccccc2n1	36.5
O=C(C[C@H]1CC[C@@H]2[C@H](COC[C@H](O)CN2C(=O)c2ccc(F)cc2)O1)N1CCCCC1	-3.1[25 µM]
O=C1CN(C(=O)COc2ccc([N+](=O)[O-])cc2Cl)c2ccccc2N1	-10.6
O=C(Nc1ccccc1C(=O)N1CCOCC1)c1noc2c1CCCC2	3.6
Cc1ccc2c(c1)C(N1CCCC1=O)CC(c1ccco1)N2 (stereo unspecified)	-99.4
CCOC(=O)C1(CCc2ccccc2)CCN(C(=O)c2cnc(C)cn2)CC1	-47.7
CCC1=NN(C(=O)CCc2ccc3c(c2)OCO3)C(O)(C(F)(F)F)C1 (stereo unspecified)	11.2
Cc1cc(C)cc(C(=O)NC2C(=O)N3C(C(=O)O)=C(CSc4nnc(C)s4)CSC23)c1 (stereo unspecified)	5.3
COc1ccc(Cl)cc1NC(=O)c1cccc([N+](=O)[O-])c1O	20.2
CCOC(=O)Nc1cccc2ccccc12	5.6
COc1cccc(C#Cc2ccc3c(c2)O[C@@H](CN(C)C(=O)CN2CCOCC2)[C@H](C)CN([C@H](C)CO)S3(=O)=O)c1	-3.0[25 µM]
CCCNC(=O)N1[C@H](CO)[C@H](c2ccccc2)[C@H]1CNC(=O)C1CCCC1	0.2
Cn1cnc(S(=O)(=O)N2CCCCN3[C@H](CO)[C@H](c4ccc(C5=CCCCC5)cc4)[C@@H]3C2)c1	4.5[25 µM]
COCCn1c(Cc2ccccc2)nnc1SCC(=O)Nc1oc(C)c2c(C)n[nH]c(=O)c12	4.4
Cc1cc2cc3n(c2nn1)N=C(Cl)CC3	-9.6
CC(=O)Nc1sc2c(c1C#N)CCC(C)C2 (stereo unspecified)	-16.1
O=C(Cc1ccc([N+](=O)[O-])cc1)c1ccccc1	-5.0
O=S(=O)(Nc1ccc2c(c1)CCC2)c1cccs1	-18.6
CC1(C)CC(C(CC(=O)O)c2ccccc2)CCO1 (stereo unspecified)	-3.2
COC(=O)c1ccc(/C=N/OCC(=O)NCc2ccc(F)cc2)cc1	9.0
COc1cc(/C=C/C(=O)OCC(=O)NCc2ccc(F)cc2)ccc1O	2.0
Cc1ccccc1OCC(=O)N/N=C/c1cn(C)c2ccccc12	-5.8
CC(=O)Nc1ccc(/C=C/c2noc(-c3ccccc3O)n2)cc1	-35.5
OC[C@H]1Nc2ccc(-c3ccccc3)cc2[C@H]2[C@@H]1CCN2Cc1ccc(F)cc1	-5.8
Cn1c(=N)n(CC(=O)O)c2ccccc21	13.0
O=C(c1ccc(F)cc1)N1C[C@H]2[C@@H](c3ccccc31)[C@H](CO)N2C(=O)c1ccccc1	6.4
N#Cc1cccc(C(=O)OCC(=O)NC(=O)NC2CCCCC2)c1	6.4
CCCNC(=O)[C@@H]1[C@@H](CO)[C@@H]2Cn3c(cccc3=O)[C@H]1N2C(=O)Nc1cc(F)ccc1F	7.1[25 µM]
COc1ccc(NC(=O)N(C)C[C@@H]2OCc3ccccc3-c3c(n(C)c4ccccc34)C(=O)N([C@H](C)CO)C[C@@H]2C)cc1	3.9
CC1(C)Cc2c(sc(NC(=O)c3ccco3)c2C(=O)O)CO1	-39.8
O=C(Cn1nc(C(=O)O)c2ccccc2c1=O)Nc1cc(S(=O)(=O)N2CCOCC2)ccc1Cl	6.2
O=C(O)C1CC=CCC1C(=O)NC12CC3CC(CC(C3)C1)C2 (stereo unspecified)	1.1
C[C@H](CO)N1C[C@H](C)[C@@H](CN(C)C(=O)Nc2ccc(-c3ccccc3)cc2)OCc2ccccc2-c2ccccc2C1=O	33.5[25 µM]
O=C1Nc2ccccc2C1(O)c1ccccc1 (stereo unspecified)	4.4
CCn1c(=O)n(C)c2c(=O)n(C)c(=O)n(C)c21	13.9

# Reprinted from the part before: 2 compounds, then new ones.
mol	BL2 CD40 inh
O=C1Nc2ccccc2C1(O)c1ccccc1 (stereo unspecified)	4.4
CCn1c(=O)n(C)c2c(=O)n(C)c(=O)n(C)c21	13.9
CCCC#Cc1ccc([C@H]2[C@@H](CO)N3C(=O)CN(S(=O)(=O)c4ccccc4C)C[C@@H]23)cc1	13.2[25 µM]
FC(F)Sc1nc2ccccc2[nH]1	12.9
O=C(NC(c1ccccc1)c1cnccn1)C1CCN(Cc2ccc(Cl)c(Cl)c2)CC1 (stereo unspecified)	-2.2
O=C(NCc1ccco1)c1cc(-c2ccncc2)nc2ccccc12	5.7
COc1ccc(NC(=O)COc2ccccc2Cl)cc1S(=O)(=O)N1CCCCC1	8.8
O=C(CC1CCCCC1)Nc1ccc(-c2ccc3nncn3n2)cc1	12.8
O=C(N/N=C/c1cccs1)c1ccc2nc[nH]c2c1	-23.5
COc1ccc(CNC(=O)c2c(O)c3ccccc3n(C)c2=O)cc1	1.5
CCC(CCC(=O)Nc1cccc(C(=O)O)c1)C(=O)O (stereo unspecified)	-8.5
O=C(O)CCCC(=O)Nc1ccc(Cl)cc1	8.5
O=C(Nc1cccc2cccnc12)C1CCCC1	-3.3
O=S(=O)(c1ccc2nc(N3CCN(c4ccccc4)CC3)ccc2c1)N1CCCCC1	2.9
C[C@@H]1CN(C)C(=O)Cc2cc(N)ccc2O[C@H]1CN(C)C	5.6
CN1c2ccc(Br)cc2[C@H]2[C@H](CCN2C(=O)C2CCC2)[C@H]1CO	6.5[25 µM]
CN(CC(=O)Nc1cccc(F)c1)C(=O)C1CC(=O)N(Cc2ccco2)C1 (stereo unspecified)	0.6
CCC(C)NC(=O)CSc1nnc(-c2ccc(Cl)cc2)n1N (stereo unspecified)	1.9
COc1ccccc1/C=C/C(=O)c1c2c(c(C)[nH]c1=O)CCCC2	7.8
CN(C)CCCNC(=O)[C@@H]1[C@@H](CO)[C@@H]2Cn3c(ccc(-c4cccc(C(=O)N(C)C)c4)c3=O)[C@H]1N2	2.6[25 µM]
CN(C)CCSc1nc(-c2ccccc2)nc2c1CCC2	2.6
Cc1nnc(NC(=O)c2ccc(S(=O)(=O)N3CC(C)OC(C)C3)cc2)o1 (stereo unspecified)	8.4
COc1ccc(/C=C/C(=O)NNC(=O)C(C)Oc2ccccc2F)cc1OC (stereo unspecified)	5.8
O=C(CCC1CCCNC1)c1ccccc1 (stereo unspecified)	7.9
CC(C)NC(=O)N1[C@@H](CO)[C@@H]2c3ccccc3N(C)C[C@@H]21	-17.2[25 µM]
CCn1c(C)nc2c1C(=O)c1ccccc1C2=O	-2.4
COc1cc(CNCc2ccccn2)ccc1OCc1ccc(Cl)cc1	-51.9
CC(=O)c1cccc(NC(=O)CSc2nc(=O)n(CCCN3CCOCC3)c3c2CCC3)c1	9.2
C[C@@H]1CN([C@@H](C)CO)C(=O)c2c(c3ccccc3n2C)-c2ccccc2CO[C@@H]1CN(C)C(=O)Nc1cccc(Cl)c1Cl	24.5[25 µM]
COc1ccccc1CNC(=O)C[C@H]1C[C@H]2c3cc(NC(=O)C4CCC4)ccc3O[C@H]2[C@H](CO)O1	6.2[25 µM]
CCCNc1ncc2c(=O)[nH][nH]c(=O)c2n1	3.9
COCCN(C(=O)COC(=O)/C=C/c1cccc(C(F)(F)F)c1)c1c(N)n(CC(C)C)c(=O)[nH]c1=O	-3.6
CC(C)NC(=O)c1sc2c(c1C(=O)Nc1cccnc1)CCCC2	8.1
Cc1ccc(C)c(OCCC(=O)OCC(=O)NC2CC2)c1	-5.4
C[C@@H]1CN([C@H](C)CO)C(=O)c2cc(NC(=O)CCN3CCOCC3)ccc2O[C@@H]1CN(C)Cc1ccc(C(F)(F)F)cc1	-0.7[25 µM]
Cc1cc(NC(=O)c2cc(-c3ccccn3)nc3ccccc23)no1	18.2

# This is a subset (hit frequency here may not be typical).
